# High-throughput results from PubChem BioAssay.
# L3MBTL1 inh = L3MBTL1 (human) inhibition; Potency, µM (top dose mostly 57.1 µM), for the others: at the highest dose activity, negative = inhibition, actives largely listed as inhibitors; AlphaScreen L3MBTL1–H3K9me1 peptide binding; 230,000 tested, 0.66% active; Q9Y468; active = well fitted inhibition curve with a large enough effect; inconclusive = small, poorly fitted or top-dose-only effect; inactive = no such curve, though single readings can be large or run the other way; also: nearly all actives have a fitted effect of over 60% in size
# Target sequence (Q9Y468 whole entry, looked up): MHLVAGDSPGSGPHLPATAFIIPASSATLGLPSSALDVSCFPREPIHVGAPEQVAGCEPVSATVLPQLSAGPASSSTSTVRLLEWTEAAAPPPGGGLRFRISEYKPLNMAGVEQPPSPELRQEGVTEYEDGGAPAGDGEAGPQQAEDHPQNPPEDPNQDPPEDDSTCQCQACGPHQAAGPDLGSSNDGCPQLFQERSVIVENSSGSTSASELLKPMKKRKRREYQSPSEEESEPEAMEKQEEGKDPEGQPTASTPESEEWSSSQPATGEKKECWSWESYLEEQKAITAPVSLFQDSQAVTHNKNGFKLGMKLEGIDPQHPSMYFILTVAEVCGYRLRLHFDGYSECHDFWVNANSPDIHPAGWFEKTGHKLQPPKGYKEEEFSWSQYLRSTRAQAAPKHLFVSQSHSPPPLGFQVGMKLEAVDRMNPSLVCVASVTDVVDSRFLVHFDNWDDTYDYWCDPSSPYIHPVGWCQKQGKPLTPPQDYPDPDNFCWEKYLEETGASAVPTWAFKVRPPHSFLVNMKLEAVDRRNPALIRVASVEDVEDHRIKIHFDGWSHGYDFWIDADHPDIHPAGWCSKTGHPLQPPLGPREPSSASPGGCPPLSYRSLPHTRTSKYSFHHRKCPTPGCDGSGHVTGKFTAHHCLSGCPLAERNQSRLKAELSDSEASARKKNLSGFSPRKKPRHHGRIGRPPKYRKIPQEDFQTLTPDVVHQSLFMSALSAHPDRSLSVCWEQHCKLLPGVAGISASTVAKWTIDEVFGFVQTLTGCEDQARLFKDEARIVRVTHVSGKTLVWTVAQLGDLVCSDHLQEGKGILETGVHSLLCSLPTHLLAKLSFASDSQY
#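 AlphaScreen proximity signal between nickel-chelate acceptor and streptavidin donor beads (final 10 ug/mL) reports binding of 50 nM L3MBTL1 to 75 nM biotin-H3 K9me1 peptide; complex incubated with compounds 30 min at room temperature; cefsulodin titration as control.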
# The depositor's hits bear a star; ? = inconclusive; [ ] = dose if it differs, or a comment. % is scaled to controls: 0 for no effect and ±100 for the full control effect; potency is read from the fitted curve at half-maximal effect. The list is partial; rates above refer to the full screens.
SMILES,L3MBTL1 inh
N#Cc1nc(Nc2cccc(Cl)c2)c2ncn(C3CCCC3)c2n1,7.4%
C[C@H](NC(=O)c1nc[nH]c1C(=O)OCc1ccccc1)c1ccccc1,3.1%
COc1cc(CC(=O)OCC(=O)NCc2ccc(C)cc2)cc(OC)c1OC,0.9%
CN1CCC(OC(=O)c2cc3cc(Cl)cc(Cl)c3oc2=O)CC1,-0.8%
CSCCC(NC(=O)c1ccco1)C(=O)Nc1ccc(C)cn1 (centres undefined),-0.3%
COc1ccc(NC(=O)Cn2c(C)csc2=O)c(OC)c1,-3.8%
O=[N+]([O-])c1ccc2nonc2c1Nc1ccccc1,-14.1%
Cc1ccc(N(C)S(=O)(=O)c2cccc(C(=O)Nc3ccc(N4CCOCC4)cc3)c2)cc1,-28.8%
CN(CC(=O)NCCc1ccc(S(N)(=O)=O)cc1)CC(=O)Nc1cccc(F)c1,-5.0%
COc1ccc(N2CC(NS(=O)(=O)c3ccc(F)cc3)CC2=O)cc1 (centres undefined),-10.6%
COc1cc(C2NC(=O)NC(C)=C2C(=O)OC2CCCC(C)C2)cc(Br)c1O (centres undefined),-2.5%
CC(=O)Nc1ccc(Nc2nc(-c3cc4ccccc4oc3=O)cs2)cc1,-1.4%
O=C(CC1OC(=O)c2ccccc21)Nc1cc(Cl)ccc1N1CCOCC1 (centres undefined),45.2%[activator]
Cc1cccc(CC(=O)Nc2ccon2)c1,?
CCOc1ccc(NC(=O)CCN2C(=O)c3cccc([N+](=O)[O-])c3C2=O)cc1,-1.8%
CCOc1ccc(N(CC(=O)Nc2ccc(C)cc2)S(C)(=O)=O)cc1,-5.8%
CCN(CC)Cc1nc2c(c(=O)[nH]1)C(CC)(CC)Cc1ccccc1-2,-4.7%
COc1ccccc1NS(=O)(=O)c1ccc(/C=C/C(=O)N2CCN(C(C)=O)CC2)cc1,3.3%
COc1ccc([C@H]2CC(=O)C=C(c3cccc(OCc4ccccc4)c3)C2)cc1,-8.6%
Cc1ccc(S(=O)(=O)Nc2cccnc2)c(C)c1C,0.3%
CN(C)S(=O)(=O)c1cccc(COC(=O)c2cc([N+](=O)[O-])ccc2N2CCOCC2)c1,-3.6%
Cc1ccccc1C(=O)OC1CCCN(C)C1 (centres undefined),4.9%
Cc1ccc([C@@H]2[C@@H]3C(=O)N(C)C(=O)[C@@H]3[C@@H]3C(=O)Nc4ccccc4C(=O)N23)cc1,6.8%
CCn1nc(C(=O)N2CCN(Cc3nc4ccccc4s3)CC2)c2ccccc2c1=O,42.1%[activator]
O=C(NCCCN1CCOCC1)c1cc(-c2ccco2)nc2ccccc12,?
CC1(C)C(=O)Nc2ccccc2N1C(=O)COc1ccc(C#N)cc1,?
C=CCN1C(=O)N(c2ccccc2)C(=O)C1CC(=O)Nc1ccc(OC)cc1 (centres undefined),-0.4%[2.29 µM]
Cc1cccc2c(=O)c(C(=O)NCCc3ccccc3)c[nH]c12,-8.8%
Cc1ccccc1NC(=O)COC(=O)c1ccc(S(=O)(=O)N2CCCCCC2)cc1,7.0%
CNC(=O)C1Cc2ccccc2CN1S(=O)(=O)c1ccc(OC)c(OC)c1 (centres undefined),-2.4%[2.29 µM]
COc1ccc(C(=O)C2CCN(C(=O)c3ccc(F)cc3)CC2)cc1,2.0%
O=C(O)c1ccccc1OCCN1CCCC1=O,13.8%
O=C1N=C(N2CCCCC2)S/C1=C\c1ccccc1F,2.1%
CNC[C@@H]1Oc2c(NC(=O)Nc3ccccc3)cccc2C(=O)N([C@@H](C)CO)C[C@H]1C,-5.6%
Oc1c(Br)cc(Br)cc1CNc1cnc2ccccc2c1,9.2%
Cc1cccc(N2C(=O)C3C4C=CC(CC4)C3C2=O)c1 (centres undefined),4.3%
C[C@H](NC(=O)c1ccccc1)C(=O)OCC(=O)Nc1ccc2c(c1)OCO2,26.2%
CC1CCN(CC(O)Cn2c3ccccc3c3ccccc32)CC1 (centres undefined),3.5%
Cc1csc(SCC(=O)NC2CCS(=O)(=O)C2)n1 (centres undefined),0.9%
COc1ccc(CCNC(=O)CN2C(=O)NC3(CCCCC3C)C2=O)cc1 (centres undefined),7.1%

# A run of entries from further up:
SMILES,L3MBTL1 inh
O=C(NCCCN1CCOCC1)c1cc(-c2ccco2)nc2ccccc12,?
CC1(C)C(=O)Nc2ccccc2N1C(=O)COc1ccc(C#N)cc1,?
C=CCN1C(=O)N(c2ccccc2)C(=O)C1CC(=O)Nc1ccc(OC)cc1 (centres undefined),-0.4%[2.29 µM]
Cc1cccc2c(=O)c(C(=O)NCCc3ccccc3)c[nH]c12,-8.8%
Cc1ccccc1NC(=O)COC(=O)c1ccc(S(=O)(=O)N2CCCCCC2)cc1,7.0%
CNC(=O)C1Cc2ccccc2CN1S(=O)(=O)c1ccc(OC)c(OC)c1 (centres undefined),-2.4%[2.29 µM]
COc1ccc(C(=O)C2CCN(C(=O)c3ccc(F)cc3)CC2)cc1,2.0%
O=C(O)c1ccccc1OCCN1CCCC1=O,13.8%
O=C1N=C(N2CCCCC2)S/C1=C\c1ccccc1F,2.1%
CNC[C@@H]1Oc2c(NC(=O)Nc3ccccc3)cccc2C(=O)N([C@@H](C)CO)C[C@H]1C,-5.6%
Oc1c(Br)cc(Br)cc1CNc1cnc2ccccc2c1,9.2%
Cc1cccc(N2C(=O)C3C4C=CC(CC4)C3C2=O)c1 (centres undefined),4.3%
C[C@H](NC(=O)c1ccccc1)C(=O)OCC(=O)Nc1ccc2c(c1)OCO2,26.2%
CC1CCN(CC(O)Cn2c3ccccc3c3ccccc32)CC1 (centres undefined),3.5%
Cc1csc(SCC(=O)NC2CCS(=O)(=O)C2)n1 (centres undefined),0.9%

# The main list resumes; the 2 compounds before the break are reprinted first.
SMILES,L3MBTL1 inh
Cc1csc(SCC(=O)NC2CCS(=O)(=O)C2)n1 (centres undefined),0.9%
COc1ccc(CCNC(=O)CN2C(=O)NC3(CCCCC3C)C2=O)cc1 (centres undefined),7.1%
CC(C)CN(C(=O)COC(=O)Cc1c[nH]c2ccccc12)c1c(N)n(Cc2ccccc2)c(=O)[nH]c1=O,5.3%
O=C(COC(=O)/C=C/c1ccccc1)NCc1cccs1,5.7%
Cc1cccc(OCC(=O)N(C)c2c(N)n(Cc3ccccc3)c(=O)[nH]c2=O)c1C,-1.4%
Cc1ccc(NC(=O)C2CCN(S(=O)(=O)c3ccc(Cl)c(C(F)(F)F)c3)CC2)nc1,-13.1%
CC(C(=O)N1CCOCC1)c1ccccc1 (centres undefined),5.8%
CCC(=O)c1ccc(OCC(O)CN2CCN(S(=O)(=O)c3ccc(NC(C)=O)cc3)CC2)cc1 (centres undefined),8.2%
COc1ccc2c(c1)C(=O)CC(c1ccc(OC)c(OC)c1)O2 (centres undefined),-0.2%
CCOC(=O)c1sc2ncnc(Nc3cccc(C(=O)O)c3)c2c1C,-4.2%
CCOc1cc(C)c(S(=O)(=O)NCCCn2ccnc2)cc1C,1.8%
COc1ccc(Cl)cc1C(=O)NNC(=O)COC(=O)c1ccc(Br)o1,-3.0%
Cc1ccc(NC(=O)CCc2nc3ccccc3c(=O)[nH]2)cc1S(=O)(=O)N1CCOCC1,1.6%
CCC(CC)NC(=O)CN1CCN(S(=O)(=O)c2ccc(Br)s2)CC1,0.0%
CC(OC(=O)c1cccc(N(C)C)c1)C(=O)N1CCc2ccccc2C1 (centres undefined),-2.4%
CC(C)c1ccc(NC(=O)c2ccc(NC3=NC4CS(=O)(=O)CC4S3)cc2)cc1 (centres undefined),8.8%
COc1ccc(CCNC(=O)CCCOc2ccc(Cl)cc2)cc1OC,3.8%
Cc1ccc(/C=C/C(=O)OCC(=O)NC(=O)NCc2ccco2)cc1,?
CC(C(=O)OCC(=O)N1CCN(c2ccccc2)CC1)N1C(=O)c2ccccc2C1=O (centres undefined),0.7%
COC(OC)C1Nc2ccccc2C(=O)N1c1ccc(F)cc1 (centres undefined),-8.4%
COc1cc(C(=O)N2c3ccccc3CCC2C)cc(OC)c1OC (centres undefined),-7.3%[2.29 µM]
CC(=O)c1cccc(NC(=O)C(C)OC(=O)/C=C/c2cccs2)c1 (centres undefined),-5.6%
C#CCOCCOCCOCCNc1nc(N2CCN(C(=O)CCCCCCCCCCNC(=O)[C@H]([C@@H](C)CC)n3cc(CCCCN=C(N)N)nn3)CC2)nc(N2CCN(C(=O)CCCCCCCCCCNC(=O)[C@H](CCCN=C(N)N)n3cc(C[C@@H](C)CC)nn3)CC2)n1,-9.1%
CCC(C(=O)N(C(C)C)C(C)C)c1ccccc1 (centres undefined),7.0%
Cc1ccc2c(c1)C1CN(C)CCC1N2S(=O)(=O)c1ccc(C#N)cc1 (centres undefined),-9.9%
COc1ccc(NC(=S)N2CCC(C(=O)c3ccc(OC)cc3)CC2)cc1,-16.2%
O=C(Nc1ccncc1)c1c(F)c(F)c(F)c(F)c1F,44.0%[activator]
COC(=O)c1ccc(C2Nc3ccccc3NC3=C2C(=O)CC(C)(C)C3)cc1 (centres undefined),2.2%
CC(C)N(Cc1nnc(-c2ccccc2Br)o1)C(=O)c1cc(Cl)nc2ccccc12,-1.6%
COc1ccc(S(=O)(=O)NNC(=O)C2COc3ccccc3O2)cc1[N+](=O)[O-] (centres undefined),1.3%
COc1ccc(NC(=O)Nc2nnc(Cc3ccc(OC)c(OC)c3)s2)cc1,53.8%[activator]
Cc1noc(C)c1NC(=O)Nc1cccc2c1O[C@H](CN(C)S(=O)(=O)c1ccccc1)[C@@H](C)CN([C@H](C)CO)C2=O,5.0%
CCOc1ccc(S(=O)(=O)N2CCCCC2)cc1NC(=O)Cc1cccs1,-8.2%
O=C(C[C@H]1C[C@H](C(=O)N2CCCCC2)[C@@]2(CCc3ccccc3)c3[nH]c4ccc(Cl)cc4c3CCN2C1=O)NCCN1CCOCC1,10.3%
CC(C)CN(C(=O)COC(=O)c1ccc(Cl)c(N)c1)c1c(N)n(Cc2ccccc2)c(=O)[nH]c1=O,3.9%
O=C(Nc1ccc(N2CCCC2)cc1)c1cc(Br)ccc1Cl,-11.4%
O=C(CSc1nc2c(cnn2-c2cccc(Cl)c2)c(=O)[nH]1)NCCC1=CCCCC1,-1.4%
CCOc1ccccc1NC(=O)C(c1ccccc1)N1CCN(CC(=O)N2CCCC2)CC1 (centres undefined),4.8%
CCOC(=O)c1ccccc1NC(=O)COC(=O)CSCC(=O)Nc1cc(C)on1,1.8%
Clc1ccc(Cl)c(OCCN2CCCC2)c1,-1.5%
C=CCN1C(=O)c2ccc(C(=O)OCC(=O)Nc3ccc(S(N)(=O)=O)cc3)cc2C1=O,-3.3%
CC(C)(C)OC(=O)NCc1ccc(CNC(=O)c2[nH]cnc2C(=O)N[C@@H](Cc2ccccc2)C(=O)OC(C)(C)C)cc1,-5.9%
COc1ccc(Br)cc1S(=O)(=O)Nc1ccc(Cl)cn1,-4.8%
CC1CCCC(C)N1C(=O)COC(=O)CSc1ccc(C(N)=O)cc1[N+](=O)[O-] (centres undefined),8.3%
C[C@H](CO)N1C[C@H](C)[C@@H](CN(C)Cc2ccc(Oc3ccccc3)cc2)Oc2ccc(NC(=O)Cn3cnnn3)cc2C1=O,-8.9%
C=CCCN([C@H](CO)Cc1ccccc1)S(=O)(=O)c1ccccc1Br,9.3%
Cn1nc(C(=O)NCc2ccccc2)cc1C(=O)NCc1ccccc1,-4.2%
CCc1ccccc1NC(=O)c1sc2nc(C)cc(C)c2c1N,14.6%
Cc1cccc(-c2ccc3ncnc(NCc4cccc(F)c4)c3c2)c1,-9.2%
CC1(C)C2CCC1(CS(=O)(=O)N1CCN(c3ccc(F)cc3)CC1)C(=O)C2 (centres undefined),-4.4%
CSc1cccc(NC(=O)CNC(=O)c2ccc3c(c2)OCO3)c1,3.4%
Cc1cc(C(=O)NNC(=O)CN2C(=O)NC3(CCCCC3)C2=O)c(C)o1,3.6%

# (more compounds)
SMILES,L3MBTL1 inh
CCS(=O)(=O)N1CCC(N2CCN(c3ccccc3)CC2)CC1,3.0%
CC1(C)C=Cc2c(ccc3c2OC[C@H](c2ccc(O)cc2O)C3)O1,-13.7%
N#Cc1cccc(CN2CCC(=O)N([C@H](CO)c3ccccc3)CC2)c1,12.0%
COc1ccc(N(CC(=O)NC(C)(C)C)C(=O)CCC(=O)Nc2nccs2)cc1,-1.1%
CC1CCCC(C)N1C(=O)/C=C/c1ccc(S(=O)(=O)N2CCOCC2)cc1 (centres undefined),-1.1%
Cc1ccc(S(=O)(=O)CCC(=O)NCc2ccccc2F)cc1,-2.4%
Cc1ccc(C(=O)N(C)CC(=O)Nc2cccc(F)c2)cc1S(=O)(=O)N1CCCCC1,-6.0%
Fc1ccc(Nc2ncnc3ccccc23)cc1,-0.7%
COc1ccc(CNC(=O)COC(=O)c2c(C)nn(-c3ccccc3)c2C)cc1OC,-10.3%
COC(=O)[C@@]12CCCN1[C@H](c1ccc(-c3ccccc3)cc1)[C@@H]1C(=O)N(C)C(=O)[C@@H]12,-2.6%
COc1ccccc1CNC(=O)COC(=O)CSc1ccc(Cl)cc1,13.1%
CCc1ccc(CN(C)CC(=O)Nc2ccc(S(=O)(=O)N3CCOCC3)cc2)cc1,3.9%
Cc1cccc(NC(=O)CSCC(=O)Nc2ccc(S(=O)(=O)N3CCOCC3)cc2)c1,-7.4%
O=C(CSc1nccc(=O)[nH]1)NC1CCCCCC1,3.5%
Cc1cc(C)n2nc(C(=O)OCC(=O)Nc3ccc(C)c(S(=O)(=O)N(C)C)c3)nc2n1,-1.2%
O=C(CCNC(=O)c1ccc(Br)cc1)Nc1nc2ccccc2[nH]1,-2.1%
CCCS(=O)(=O)N1CCCC(C(=O)Oc2ccccc2Cl)C1 (centres undefined),13.1%
COc1cccc(NC(=O)CN2C(=O)NC3(CCCCCC3)C2=O)c1,5.4%
CCOC(=O)C1CCN(S(=O)(=O)CCNC(=O)c2ccccc2)CC1,3.8%
O=C(CN1C(=O)S/C(=C\c2ccccc2)C1=O)Nc1cc([N+](=O)[O-])ccc1O,-2.7%
CC(=O)C[C@H](O)CC(=O)[C@H]1OC(=O)CCCCCCCc2ccccc21,-3.3%
